High-throughput results deposited in PubChem by The Scripps Research Institute Molecular Screening Center.
EBNA-1 inhibitor = blocks EBNA-1 binding to DNA. EBNA-1 DNA binding, fluorescence polarization. hit rate 0.34% among 300,000. inhibition, % at 14.8 µM; in the data active = inhibition above about 28%
ZTA DNA inh = ZTA (EBV) inhibition in EBNA-1 counter-screen; P03206; ZTA-DNA binding, fluorescence polarization; inhibition, % at 11 µM; hit rate 0.15% among 320,000; in the data active = inhibition above about 33%
GSTO1 inh = blocks human GSTO1 in RBBP9 counter-screen. inhibition, % at 5.96 µM. P78417. hit rate 1.1% among 300,000. recombinant GSTO1, activity-based probe fluorescence polarization;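 active = inhibition above the campaign mean inhibition plus 3 SD, cut at about 35% in these data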;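 note: 0% = GSTO1-1 with DMSO and 100% = wells lacking GSTO1-1 enzyme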
Target sequence (P78417 whole entry, looked up): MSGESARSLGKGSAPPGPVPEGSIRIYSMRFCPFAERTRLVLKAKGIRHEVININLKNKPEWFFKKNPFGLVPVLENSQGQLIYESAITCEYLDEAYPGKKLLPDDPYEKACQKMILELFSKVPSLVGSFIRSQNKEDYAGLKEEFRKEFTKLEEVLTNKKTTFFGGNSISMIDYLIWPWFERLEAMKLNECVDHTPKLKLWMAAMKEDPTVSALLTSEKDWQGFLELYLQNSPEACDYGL
PAFAH2 FP inh = inhibitors of human PAFAH2. recombinant PAFAH2, FP-rhodamine activity probe, fluorescence polarization. inhibition, % at 3.39 µM. hit rate 0.99% among 340,000. AID 492956;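 active = inhibition above the mean over all tested compounds plus 3 SD, cut at about 30% in these data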;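 note: inhibitors block probe labeling of enzyme so polarization drops; 0% = enzyme with DMSO and 100% = wells lacking PAFAH2 protein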
PREPL inh = inhibits the human prolyl oligopeptidase-like enzyme; hit rate 0.68% among 320,000; AID 2751; recombinant PREPL, fluorescence polarization activity-based probe; inhibition, % at 5.96 µM; Q4J6C6; in the data active = inhibition above about 43%;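 note: 0% = enzyme with DMSO and 100% = wells lacking enzyme; many of its hits are not listed in these tables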
PAD4 inh = inhibitors of human PAD4. recombinant PAD4, RCA probe fluorescence polarization. inhibition, % at 6.36 µM. hit rate 0.41% among 330,000. AID 485272;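 active = percent inhibition above a cutoff equal to the mean of all tested compounds plus 3 SD, cut at about 15% in these data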;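 note: 0% = PAD4 with RCA probe and DMSO and 100% = probe without PAD4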
LYPLA2 counter = LYPLA2 (human) inhibition in PME1 counter-screen | recombinant LYPLA2, FP-Rh probe fluorescence polarization | O95372 | hit rate 0.38% among 320,000 | inhibition, % at 5.9 µM | AID 2177;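 active = inhibition above the screen-wide mean plus 3 SD, limit set per campaign, cut at about 26% in these data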;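 note: 0% = LYPLA2 with DMSO and 100% = wells lacking LYPLA2 enzyme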
Target sequence (O95372 whole entry, looked up): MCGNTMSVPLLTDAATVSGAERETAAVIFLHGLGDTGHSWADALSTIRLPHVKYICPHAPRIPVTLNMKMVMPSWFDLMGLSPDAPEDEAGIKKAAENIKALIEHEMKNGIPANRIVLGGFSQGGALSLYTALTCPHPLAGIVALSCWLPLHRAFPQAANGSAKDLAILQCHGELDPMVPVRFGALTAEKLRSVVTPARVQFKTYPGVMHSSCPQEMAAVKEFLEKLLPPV
PAFAH1B3 FP inh = blocks human PAF acetylhydrolase 1B catalytic subunit 3; recombinant PAFAH1B3, FP-rhodamine probe, fluorescence polarization; inhibition, % at 3.39 µM; hit rate 0.28% among 340,000;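 active = inhibition above the screen-wide average of all tested compounds plus 3 SD, cut at about 25% in these data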;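 note: 0% = enzyme with DMSO only and 100% = wells lacking PAFAH1B3 protein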
Target sequence (Q15102 whole entry, looked up): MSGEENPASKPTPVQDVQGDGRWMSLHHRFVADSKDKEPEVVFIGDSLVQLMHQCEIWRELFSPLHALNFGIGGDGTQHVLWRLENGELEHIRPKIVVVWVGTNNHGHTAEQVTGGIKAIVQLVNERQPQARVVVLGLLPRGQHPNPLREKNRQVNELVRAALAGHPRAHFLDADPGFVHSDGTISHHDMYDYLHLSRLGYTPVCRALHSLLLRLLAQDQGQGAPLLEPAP
LYPLA1 counter = counter-screen for PME1 inhibitors: inhibitors of human LYPLA1; O75608; recombinant LYPLA1, FP-Rh probe fluorescence polarization; inhibition, % at 5.9 µM; hit rate 0.16% among 320,000;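 active = inhibition above the mean of all tested compounds plus 3 SD, set per campaign, cut at about 14% in these data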;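 note: inhibitors block serine hydrolase probe labeling of LYPLA1 so polarization falls; 0% = enzyme with DMSO and 100% = wells lacking LYPLA1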
Target sequence (O75608 whole entry, looked up): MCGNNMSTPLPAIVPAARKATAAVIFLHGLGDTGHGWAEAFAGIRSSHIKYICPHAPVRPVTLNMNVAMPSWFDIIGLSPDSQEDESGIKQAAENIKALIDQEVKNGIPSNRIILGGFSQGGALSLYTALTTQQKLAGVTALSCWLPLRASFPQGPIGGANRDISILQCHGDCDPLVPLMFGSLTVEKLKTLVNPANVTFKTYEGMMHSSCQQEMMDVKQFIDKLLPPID
Numbers without * were called inactive; x = no result given.

SMILES	EBNA-1 inhibitor	ZTA DNA inh	GSTO1 inh	PAFAH2 FP inh	PREPL inh	PAD4 inh	LYPLA2 counter	PAFAH1B3 FP inh	LYPLA1 counter
CC(NC(=O)CSc1n[nH]c(N)n1)c1ccccc1 (stereo not drawn)	-1	-9	-3	-2	7	2	5	-2	2
O=c1[nH]cnc2c1c(-c1ccccc1)cn2-c1ccc(Br)cc1	5	15	-1	-1	14	0	-2	-1	-4
[O-]/C(=C(\C(=S)NCc1ccccc1)[n+]1ccccc1)c1ccc(Cl)cc1	-9	-6	4	x	9	-3	0	x	-2
CC1Cc2ccccc2N1C(=O)C1CC(=O)N(c2ccccc2)C1 (stereo not drawn)	0	3	2	0	9	0	7	5	0
COc1ccc(SCCN2CC[C@@H](C(C)(C)C)CCC2=O)cc1	x	-16	x	6	22	-5	2	1	1
COc1ccc(CC(=O)Nc2ccc(-c3noc(-c4cccc(OC)c4)n3)cc2)cc1	-16	4	-2	-16	7	-9	1	-20	-1
CN=C(Nc1ccc(C)c(C)c1)SC1CC(=O)N(c2ccc(OC)cc2)C1=O (stereo not drawn)	7	4	-1	2	39	-4	5	6	-1
O=C(CC1CCCC1)NCCS(=O)(=O)N1CCN(c2ccccc2F)CC1	2	-8	10	1	-5	2	3	7	-3
COC(=O)[C@H](CCSC)NC(=O)NCc1cccs1	-8	-2	4	-3	7	-1	0	-4	0
CCOc1ccc(S(=O)(=O)Nc2cccc(C(=O)N(C)CC(=O)Nc3cccc(OC)c3)c2)cc1	-6	1	-5	0	10	-6	-2	-3	0
CCN(CC(=O)Nc1c(F)cccc1F)C(=O)c1ccc(=O)n(Cc2ccccc2)n1	8	-5	1	-5	6	1	2	3	2
CSc1ccccc1NC(=O)CN(C)CC(=O)Nc1cccc(Br)c1	0	-5	2	0	-12	0	-8	1	-2
CC(C)Cc1nnc(NC(=O)CN2C(=O)C3CCCCC3C2=O)s1 (stereo not drawn)	6	11	5	0	12	-1	9	1	3
CCOc1ccc(-c2nc(S(=O)(=O)c3ccccc3)c(N3CCC(C(N)=O)CC3)o2)cc1	4	-2	5	-9	5	3	3	-1	-1
O=c1cc(-c2ccc(Cl)cc2)nc(N2CCN(c3ccccc3)CC2)[nH]1	0	-9	1	0	4	3	1	13	-5

Results in LYPLA1 counter, for some of the entries so far:
| mol | LYPLA1 counter |
| --- | --- |
| COc1ccc(CC(=O)Nc2ccc(-c3noc(-c4cccc(OC)c4)n3)cc2)cc1 | -1 |
| CC(NC(=O)CSc1n[nH]c(N)n1)c1ccccc1 (stereo not drawn) | 2 |

In the list so far, these contain an NH in an aromatic ring:
SMILES	EBNA-1 inhibitor	ZTA DNA inh	GSTO1 inh	PAFAH2 FP inh	PREPL inh	PAD4 inh	LYPLA2 counter	PAFAH1B3 FP inh	LYPLA1 counter
CC(NC(=O)CSc1n[nH]c(N)n1)c1ccccc1 (stereo not drawn)	-1	-9	-3	-2	7	2	5	-2	2
O=c1[nH]cnc2c1c(-c1ccccc1)cn2-c1ccc(Br)cc1	5	15	-1	-1	14	0	-2	-1	-4
O=c1cc(-c2ccc(Cl)cc2)nc(N2CCN(c3ccccc3)CC2)[nH]1	0	-9	1	0	4	3	1	13	-5

Remaining list, next part.
SMILES	EBNA-1 inhibitor	ZTA DNA inh	GSTO1 inh	PAFAH2 FP inh	PREPL inh	PAD4 inh	LYPLA2 counter	PAFAH1B3 FP inh	LYPLA1 counter
O=C(c1cc2ccccc2oc1=O)N(c1ccccc1)C1C=CS(=O)(=O)C1 (stereo not drawn)	5	4	-2	11	-5	-3	-3	4	-1
C[C@H](NC(=O)OCc1ccccc1)c1nnc([C@H](Cc2ccccc2)NC(=O)OC(C)(C)C)o1	15	3	3	-2	7	-3	5	-2	1
CC1(CCl)N([O-])C2=C(CCCC2)[N+]1=O (stereo not drawn)	-1	-7	21	-6	0	-8	3	2	0
Cc1nc2nc(CCNS(=O)(=O)c3ccc(Cl)cc3)cn2nc1C	-3	9	1	0	2	0	3	14	4
CCOC(=O)CNC(=O)CSc1nnc(-c2ccncc2)n1-c1ccc(Cl)cc1	-3	-4	1	1	7	3	3	8	-1
CCN(CC)c1ccc(CNc2ccc(Br)cn2)cc1	-4	-7	3	-12	6	-6	1	4	1
COc1cccc(C(=O)CSc2nnc(-c3cc(OC)c(OC)c(OC)c3)o2)c1	1	-7	11	0	-4	-5	3	-5	-2
O=C(CNC(=O)c1ccc(Cl)cc1)OCC(=O)c1ccccc1	-5	-22	-7	1	-5	1	1	5	1
COc1ccc(C)cc1NC(=S)N1CCN(c2ccccn2)CC1	-7	-4	4	-8	5	3	6	5	4
O=C(NCc1ccccc1)C1Cc2ccccc2CN1C(=O)c1ccco1 (stereo not drawn)	-3	4	4	9	-25	-3	7	-2	2
COC(=O)c1ccc(C(=O)OC)c(NC(=O)Nc2ccc3c(c2)OCO3)c1	-4	-3	3	-4	4	-4	0	14	-1
OCCN1CCN(CCCc2c3c(cc4c2CCC4)CCC3)CC1	-2	10	2	-6	-16	2	-4	2	-1
NC(=O)C1CCN(C(=O)CN2CCN(c3cccc(C(F)(F)F)c3)CC2)CC1	2	-13	-1	-12	9	7	5	0	1
Cc1cc(C)n2nc(SCC(=O)c3ccccc3)nc2n1	6	-14	5	0	8	-3	7	6	-1
Cc1cc(NC(=O)C2CCCCC2)n(-c2nc3ccccc3[nH]2)n1	-11	-10	-17	-3	16	-6	-13	3	-5

Entries of single compounds, looked up by structure. Order of screens: EBNA-1 inhibitor, ZTA DNA inh, GSTO1 inh, PAFAH2 FP inh, PREPL inh, PAD4 inh, LYPLA2 counter, PAFAH1B3 FP inh, LYPLA1 counter
Record of `Cc1cc(C)n2nc(SCC(=O)c3ccccc3)nc2n1` = 6, -14, 5, 0, 8, -3, 7, 6, -1
Record of `O=C(NCc1ccccc1)C1Cc2ccccc2CN1C(=O)c1ccco1` (stereo not drawn) = -3, 4, 4, 9, -25, -3, 7, -2, 2
Record of `O=C(CNC(=O)c1ccc(Cl)cc1)OCC(=O)c1ccccc1` = -5, -22, -7, 1, -5, 1, 1, 5, 1

The listing continues:
SMILES	EBNA-1 inhibitor	ZTA DNA inh	GSTO1 inh	PAFAH2 FP inh	PREPL inh	PAD4 inh	LYPLA2 counter	PAFAH1B3 FP inh	LYPLA1 counter
Cc1ccc(S(=O)(=O)NCc2ccccc2)cc1C(=O)N(C)CC(=O)Nc1c(Cl)cccc1Cl	8	4	2	3	-2	0	6	4	6
COc1cccc(-c2nn(-c3ccccc3)cc2C(=O)Nc2nccs2)c1	2	-10	-21	-31	-6	1	-51	-4	-29
N#Cc1ccc(OCC(=O)OCC(=O)Nc2sccc2C(N)=O)cc1	x	-1	x	-4	18	-2	3	0	-4
CCOC(=O)C1CCCN(C(=O)c2ccc(C)c([N+](=O)[O-])c2)C1 (stereo not drawn)	3	-17	3	-4	2	-3	-3	1	-5
Nc1nc(SCC(=O)Nc2ccc([N+](=O)[O-])cc2)[nH]c(=O)c1NC(=O)c1ccc(Br)cc1	-5	-16	-16	-1	-6	-14	-26	-4	-13
CC1CCN(S(=O)(=O)CCNC(=O)c2ccc3c(c2)OCO3)CC1	1	-5	2	4	13	1	-1	7	-3
CN1CCN(/N=C2/C(=O)Nc3ccc([N+](=O)[O-])cc32)CC1	-12	5	37*	-4	6	-5	6	2	0
O=C(Nc1ccccc1C(=O)N1CCCC1)C1COc2ccccc2O1 (stereo not drawn)	2	6	17	1	4	-1	3	3	-4
Cc1ccc(C)c(S(=O)(=O)N2CCN(Cc3ccc(O)c4ncccc34)CC2)c1	-19	-11	-8	-1	9	-10	0	4	3
Cc1cccc(/C(N)=N/OC(=O)c2ccc(Cl)cc2Cl)c1	2	4	-4	-12	1	-2	4	-5	-2
Cn1c(=O)[nH]c(=O)c2c1nc(SCC(=O)O)n2CCOc1ccccc1	-1	20	-5	28	0	1	-2	19	0
COC(=O)CCCC1=CC2=CC(=O)C(C)(OC(=O)c3ccco3)C(=O)C2=CO1 (stereo not drawn)	10	-6	30	x	3	15	5	x	2
Cc1ccc(S(=O)(=O)c2c(N)n(CCCO)c3nc4ccccc4nc23)cc1	4	-2	60*	9	-10	-18	3	23	4
Cc1ccc(-n2cc3c(-c4cccc(Br)c4)nnc(C)c3n2)cc1	2	-12	-14	-11	8	-2	-3	-13	-10
CCc1ccc(C(=O)COC(=O)CNC(=O)Cc2ccccc2)cc1	-9	-15	21	1	2	-3	-3	5	-3
c1ccc(-c2noc(CC3CCCCC3)n2)nc1	-10	6	-3	-3	0	-1	6	-4	3
Cn1c(=O)cc(OCC(=O)NCCCN2CCN(Cc3ccccc3)CC2)c2ccccc21	-1	0	7	1	14	6	-3	-3	0
COc1ccc(NC(=O)Cn2cc(S(=O)(=O)Cc3ccccc3)c3ccccc32)c(OC)c1	-1	2	-4	6	10	2	1	13	-4
Cc1ccc(C(=O)CCC(=O)N2CCN(c3ccccc3O)CC2)cc1	-17	-5	8	-4	4	-4	-3	8	-1
COc1ccc(N2CCN(S(=O)(=O)CCNC(=O)COc3ccccc3C)CC2)cc1	11	4	-6	0	8	3	8	4	-1
O=C(Nc1ccccc1)C1C2CCCCC21 (stereo not drawn)	-5	-5	1	0	-1	-1	-2	13	1
CCN(CC)CCCNC(=O)C1c2ccccc2C(=O)N1Cc1ccc(C)cc1 (stereo not drawn)	3	4	-7	4	-2	0	2	0	-2
O=C(O)c1ccccc1SCC(=O)N1CCCCC1	-7	7	0	3	10	2	-3	6	3
CN(C)S(=O)(=O)c1cccc(NC(=O)CSc2nncn2C)c1	6	1	7	-4	0	-3	2	7	-1
Cc1nc(=O)c(-c2ccccc2)c(C)n1-c1ccccc1	6	0	-3	-5	-7	1	-8	8	-3
Cc1c(CN2CCC(C)CC2)c(=O)n(-c2ccccc2)n1C	3	-9	1	5	5	-3	-4	3	-1
COc1ccc2c(c1)cc1n2CCN=C1N	3	-11	6	-4	0	3	2	1	2
CC(C)(C)c1ccc(C(CC(=O)O)NC(=O)CSc2ccccc2)cc1 (stereo not drawn)	4	0	7	x	8	4	3	x	-1
CC(=O)N1CCc2cc(S(=O)(=O)NC(Cc3ccccc3)C(=O)NCCN3CCCCC3C)ccc21 (stereo not drawn)	-2	-8	8	-2	3	4	6	5	5
COc1ccc(C(=O)Nc2ccccc2C(=O)NC(Cc2ccc(O)cc2)C(=O)NNC(=O)c2ccccc2)cc1 (stereo not drawn)	82*	-16	-3	-2	11	6	-17	2	-14
O=C(O)CCC(=O)NCC1OCCc2ccccc21 (stereo not drawn)	4	5	-6	9	4	2	6	2	5

Some of these compounds in order of their number in PAD4 inh, ascending.
| Structure | PAD4 inh |
| --- | --- |
| COC(=O)c1ccc(C(=O)OC)c(NC(=O)Nc2ccc3c(c2)OCO3)c1 | -4 |
| Cc1cc(C)n2nc(SCC(=O)c3ccccc3)nc2n1 | -3 |
| CC(C)Cc1nnc(NC(=O)CN2C(=O)C3CCCCC3C2=O)s1 (stereo not drawn) | -1 |
| CC1Cc2ccccc2N1C(=O)C1CC(=O)N(c2ccccc2)C1 (stereo not drawn) | 0 |
| CC(NC(=O)CSc1n[nH]c(N)n1)c1ccccc1 (stereo not drawn) | 2 |
| Cn1c(=O)cc(OCC(=O)NCCCN2CCN(Cc3ccccc3)CC2)c2ccccc21 | 6 |

Not all compounds are listed (hit frequency here may not be typical).
